M. tuberculosis – growth inhibition of non-replicating M. tuberculosis (AID 488890). Mycobacterium tuberculosis non-replicating, growth inhibition; higher % means a stronger effect. 320,000 tested, 0.39% active. inhibition, % at 25 µM, or IC50 in µM where a hit was titrated; in the data active = a potency from the dose series; inconclusive = inhibition mostly from about 82% at the one dose, without a potency; inactive = the rest, 99 in 100 with inhibition below about 76%;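 note: plate controls were DMSO cells for no effect and high antibiotic wells for full effect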
influenza NS1A – H1N1 influenza NS1A inhibitors, functional cell based assay (AID 504329). NS1A functional cell-based assay, percent inhibition; higher % means a stronger effect. inhibition, % at 12.5 µM, or IC50 in µM where a hit was titrated. 340,000 tested, 0.3% active; in the data active = a potency from the dose series; inconclusive = inhibition above about 27% without an active follow-up result; note: strong numbers were not always called active
M. tuberculosis HTS – M. tuberculosis growth inhibition, HTS (AID 449762). inhibition, % at 25 µM, or IC50 in µM where a hit was titrated. 330,000 tested, 0.59% active. M. tuberculosis H37Rv growth inhibition, 7H9 media; higher % means a stronger effect; in the data active = a potency from the dose series; inconclusive = inhibition above about 70% without an active follow-up result;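 note: bacterial growth assessed after seven days of incubation; strong numbers were not always called active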
VEEV TC-83 Vero – inhibitors of VEEV TC-83 cytopathic effect, confirmation, Vero cells (AID 588727); Vero cells, VEEV TC-83 cytopathic effect inhibition; higher % means a stronger effect; one-dose inhibition, % at 20 µM; IC50 in µM for titrated hits; 350,000 tested, 0.13% active; in the data active = a potency from the dose series; inconclusive = inhibition mostly from about 14% at the one dose, without a potency; inactive = the rest, 99 in 100 with inhibition below about 12%; note: strong numbers were not always called active
Salmonella PhoP GFP – Inhibition of PhoP regulon, Salmonella typhi GFP reporter cells, confirmation, 4 h (AID 1850); 310,000 tested, 0.33% active; inhibition, % at 50 µM; hits with a dose series show IC50 in µM; Salmonella Typhi PhoP-promoter GFP reporter, fluorescence, 4 h; higher % means a stronger effect; in the data active = a potency from the dose series; inconclusive = inhibition mostly from about 25% at the one dose, without a potency; inactive = the rest, 99 in 100 with inhibition below about 19%;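 note: 0% = induced wells with vehicle and 100% = uninduced wells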
VEEV TC-83 Vero 10K pilot screen – recorded beside VEEV TC-83 Vero, whose call it bears; inhibition, %; measured here: 10K pilot screen inhibition
Starred values were filed as active, the others as inactive; i = inactive; u = inconclusive; x = not tested or not shown; & = joins results of further samples.

SMILES	M. tuberculosis	influenza NS1A	M. tuberculosis HTS	VEEV TC-83 Vero	Salmonella PhoP GFP	others
CCOc1ccc(NC(=O)CSc2nc3nc4c(cc3c(=O)n2CC)COC(C)(C)C4)cc1	-16%	x	-7%	x	3%
COCOc1ccc(-c2oc3c(C/C=C(\C)CCC=C(C)C)ccc(O)c3c(=O)c2OCOC)c(OCOC)c1	-4%	x	0%	x	3%
O=C(Nc1ccccc1C(=O)O)c1ccc(Br)o1	24%	3%	-9%	1.6%	-4%
CCC(=O)C(CCN1CCOCC1)(c1ccccc1)c1ccccc1	-7%	0%	-1%	0.1%	12%
Cc1nn(Cc2ccccc2)c2c1C(c1ccc(Cl)cc1)C(C#N)=C(N)O2 (stereo not drawn)	11%	2%	3%	0.7%	-8%
CC1=C(C(=O)OCC(C)C)C(c2cc3c(cc2Br)OCO3)NC(=O)N1C (stereo not drawn)	24%	-15%	1%	3.0%	-15%
CCCCn1c(N)c(N(CCOC)C(=O)CCCc2nc3ccccc3c(=O)[nH]2)c(=O)[nH]c1=O	-6%	9%	8%	1.3%	1%
O=C(CCc1ccccc1Cl)NC1CCCN(c2ccc(C(F)(F)F)cn2)C1 (stereo not drawn)	-2%	8%	3%	i	-7%
Cc1c(C)n(CC(O)CN2CCOCC2)c2ccccc12 (stereo not drawn)	-8%	-10%	-7%	i	-2%
O=C(CSc1ccccc1Cl)c1ccco1	u	3%	55%	0.3%	-6%
CN(C)S(=O)(=O)c1cccc(NC(=O)CCc2nc3sc4c(c3c(=O)[nH]2)CCCC4)c1	55%	-2%	96%	6.8%	x
Cc1ccc(C)c(C(=O)CCC(=O)NNC(=O)Cn2nc(C)cc2C)c1	-19%	-10%	-10%	3.8%	14%
CCOc1ccccc1N(C(=O)CNC(=O)c1ccco1)C(C(=O)NC(C)(C)C)c1ccncc1 (stereo not drawn)	-19%	-3%	-4%	2.7%	9%
CC(C)CNC(=O)C(=O)Nc1ccc2c(c1)N(S(=O)(=O)c1cccs1)CCC2	5%	2%	-5%	8.0%	-3%
Cc1ccc(OC(=O)c2c(C)nn(-c3ccccc3)c2C)cc1	19%	7%	0%	4.4%	-3%
O=C(OCc1ccccc1)N1CCC2CC1c1cc(Cl)ccc12 (stereo not drawn)	x	18%	x	2.5%	x
C=CCNC(=O)c1onc(CSc2cccc(OC)c2)c1C(=O)O	2%	0%	-4%	0.3%	-5%
O=C(Nc1cccc(NC(=O)c2ccco2)c1)c1cnccn1	11%	2%	-3%	2.5%	-3%
CCN(CC)CCn1nc2c3c(cccc3c1=O)-c1ccccc1-2	u	-7%	7%	i	-3%
COC(=O)c1ccc(N)c(N=CC2=C(O)CC(C)(C)CC2=O)c1	u	5%	u	11%	11%	VEEV TC-83 Vero 10K pilot screen=9.8
CC(C)NC(=O)N1CCN(c2ccncc2S(=O)(=O)N2CCCCC2)CC1	-5%	-3%	2%	3.6%	-7%
Fc1ccc(CSc2ccc3nnc(-c4ccccn4)n3n2)cc1	7%	-1%	2%	8.8%	-2%
CC1CCCCN1S(=O)(=O)c1ccc(C(=O)Nc2nnc(-c3ccccc3Cl)o2)cc1 (stereo not drawn)	u	-4%	u	1.2%	-3%
Cc1c(NC(=O)CSc2nc3ccccc3c(=O)n2C(C)C)c(=O)n(-c2ccccc2)n1C	-25%	-2%	-10%	i	x
O=C(NNC(=O)c1ccc(O)cc1O)c1ccc(-c2ccccc2)cc1	7%	2%	10%	3.3%	-2%
CCCn1c(C2CC(=O)N(c3cc(OC)ccc3OC)C2)nc2ccccc21 (stereo not drawn)	-4%	-1%	5%	10%	1%
CC(C)c1ccc(-c2c(C#N)c(N)nc(SCC(=O)N3CCCCC3)c2C#N)cc1	-9%	-1%	-1%	0.8%	3%	VEEV TC-83 Vero 10K pilot screen=0.5
CCOC(=O)N1CCN(C(=O)Nc2cccc3ccccc23)CC1	9%	-3%	7%	0.9%	0%
CCOP(=O)(OCC)c1nc(Cc2ccccc2)oc1NCc1ccccc1	6%	1%	7%	i	6%
CCN(CC(=O)Nc1c(F)cccc1F)C(=O)c1ccccn1	-18%	-2%	-3%	1.7%	x
CCOC(=O)C(NC(=O)c1ccccc1OCC)(Nc1ncccn1)C(F)(F)F (stereo not drawn)	9%	-17%	-12%	7.5%	-5%
O=C(Cn1c(N2CCN(c3ccccc3)CC2)nc2ccccc21)c1ccccc1	-10%	4%	-4%	0.1%	2%
O/C(=C\Sc1nnc(Cc2ccccc2)o1)c1ccc(F)cc1	6%	-1%	8%	i	-10%
Cc1cccc2cc3c(NC(=O)CC(C)C)nn(C)c3nc12	-5%	-3%	3%	1.2%	-4%
CSc1ncc(C(=O)Nc2ccccc2)cn1	u	-24%	21%	1.8%	0%
O=C(C1COc2ccccc2O1)N1CCCC1 (stereo not drawn)	x	0%	2%	i	-7%
Cc1ccc(-c2csc(NC(=O)/C=C/c3cccs3)n2)cc1C	-8%	0%	0%	7.9%	-1%
Cc1ccc(C(=O)NCCC(=O)NCc2ccco2)cc1	-3%	0%	-1%	2.2%	-7%
CC(C)CC(=O)NC(=S)N1CCN(c2ccc([N+](=O)[O-])cc2Cl)CC1	73%	4%	2%	i	-4%
CCOc1c(C#N)c(C#N)c2nc(C)cc(C)n12	3%	-6%	-4%	1.9%	-10%
NCCCC[C@@H]1NC(=O)c2cc([N+](=O)[O-])cc(I)c2SC[C@@H](C(N)=O)NC(=O)[C@H](Cc2ccc(O)cc2)NC1=O	-12%	10%	u	i	9%
COc1ccc(-n2nnnc2CNC(=O)c2ccc3ccccc3c2)cc1	5%	6%	59%	1.2%	1%
CCN(CC)S(=O)(=O)c1ccc(C(=O)NCCOC(=O)c2ccc(F)cc2F)cc1	17%	0%	-7%	0.7%	6%
Cc1ccc(NC(=O)CN(C)C(=O)CSc2nnc(C(F)(F)F)n2C)cc1	2%	4%	-3%	0.7%	4%
O=C(c1ccc([N+](=O)[O-])s1)N1CCN(c2ccccn2)CC1	u	2%	u	1.9%	-1%
Cc1cc(C)c2ccc3c(C)c(C)nc3c2[nH]1	58%	9%	0%	5.2%	-4%
O=C(COC(=O)[C@@H]1CCCN1C(=O)c1cccs1)NCCc1ccccc1	2%	4%	1%	1.8%	-4%
O=c1[nH]c2ccccc2n1C1CCN(CCCC(c2ccc(F)cc2)c2ccc(F)cc2)CC1	u	9%	u	i	5%&-12%
Cc1ccc(NC(=O)c2ccc(CNc3c(N4CCOCC4)c(=O)c3=O)cc2)cc1	x	-12%	0%	0.1%	13%
O=C(Nc1ccnn1C1CCN(CC2CC=CCC2)CC1)c1ccccc1 (stereo not drawn)	x	2%	x	i	x
CC(C)C(=O)Nc1ccc2c(c1)nc(CCN1CCN(c3ccccn3)CC1)n2C	35%	-10%	-7%	0.9%	10%
CSCCC(NC(N)=O)C(=O)NCc1ccc(Cl)cc1 (stereo not drawn)	-10%	2%	-11%	0.3%	-13%	VEEV TC-83 Vero 10K pilot screen=1.2
COc1ccc(NC(=O)CC(=O)Nc2ccc(OC)cc2OC)c(OC)c1	-13%	-22%	-3%	1.0%	1%
O=C(Nc1ccncc1)c1cccc(S(=O)(=O)N2CCN(c3ccc(F)cc3)CC2)c1	54%	9%	10%	0.7%	2%
CC(=O)c1cccc(NC(=S)N2CCN(S(=O)(=O)c3ccccc3)CC2)c1	15%	-1%	0%	7.4%	-7%
O=C(O)CC1CCCC(c2ccccc2)C1=O (stereo not drawn)	3%	-4%	0%	0.1%	-21%
COc1ccc(CC(=O)NCc2nnc(SCC(=O)Nc3ccc(OC)cc3)n2C)cc1	-16%	7%	-6%	i	-5%
Cc1cc2cc(C)c3nnc(SCC(=O)NCc4ccc5c(c4)OCO5)n3c2cc1C	10%	5%	3%	i	1%
COc1cc(OC)cc(C(=O)OCC(=O)Nc2ccc(F)cc2F)c1	-1%	-11%	-2%	1.4%	1%
C[C@@H]1CN([C@H](C)CO)C(=O)c2cc(NC(=O)Cc3ccccc3)ccc2O[C@H]1CN(C)Cc1ccc(Oc2ccccc2)cc1	36%	14%	u	i	x	VEEV TC-83 Vero 10K pilot screen=0.0

New compounds follow
SMILES	M. tuberculosis	influenza NS1A	M. tuberculosis HTS	VEEV TC-83 Vero	Salmonella PhoP GFP	others
CCCCN(CC(=O)NCc1ccc(F)cc1)C(=O)c1ccco1	2%	11%	0%	0.5%	-5%
COc1ccc(CNS(=O)(=O)c2ccc(Br)s2)cc1	28%	3%	6%	0.7%	-2%
COc1ccc(NS(=O)(=O)c2cccc(C(=O)N/N=C/c3ccccc3OC)c2)cc1	x	-4%	x	1.1%	x
O=C(O)Cn1cc(/C=C2\C(=O)NC(=O)N(c3ccc(F)cc3)C2=O)c2ccccc21	-7%	x	2%	x	2%
COc1cccc(CC2(CO)CCCN(Cc3cn[nH]c3-c3ccc(F)cc3)C2)c1 (stereo not drawn)	-4%	6%	-1%	i	1%
O=S(=O)(CCNCc1ccco1)NC1CCCCC1	x	-4%	x	0.2%	x
Cn1cccc1/C=N/n1c(-c2ccc(C(C)(C)C)cc2)n[nH]c1=S	-14%	-5%	8%	13%	-4%
COc1cc(C(=O)c2cocc2C(=O)c2ccc3c(c2)OCO3)cc(OC)c1OC	-18%	-24%	2%	i	3%
Cc1cc(Oc2cnn(C(C)(C)C)c(=O)c2Cl)cc(C(C)C)c1	21%	10%	-1%	i	21%
O=C1[C@H]2[C@@H](C(=O)N1c1cc(Cl)cc(Cl)c1)[C@]1(C(=O)Nc3ccccc31)N1CCC[C@@H]21	25%	3%	-1%	1.5%	1%	VEEV TC-83 Vero 10K pilot screen=1.5
CCOC(=O)NN1C(=O)c2ccccc2NC1c1ccc(N(C)C)cc1 (stereo not drawn)	-14%	-8%	-4%	1.7%	-13%
COc1ccc(OC)c(-c2cc(C(=O)NCc3cccs3)no2)c1	31%	5%	-3%	i	3%
O=C(C1CCN(c2nnc(-n3cccc3)s2)CC1)N1CCN(c2cccc(C(F)(F)F)c2)CC1	27%	2%	u	0.5%	0%
COC(=O)N(C)c1ccc(C(O)(C(=O)OC)C(F)(F)F)cc1 (stereo not drawn)	13%	-11%	4%	i	2%
CCOc1ccccc1NC(=O)Cn1nnc(C(=O)NCc2cccs2)c1N	-6%	4%	4%	i	-2%
COc1ccc(NC(=O)c2cc(-c3ccc(C)o3)nc3ccccc23)cc1	35%	-3%	5%	0.8%	0%
COC(=O)c1ccc(NC(=O)C2CCN(S(C)(=O)=O)CC2)cc1	-4%	2%	0%	1.5%	1%
Cc1cc(OC(C)C(=O)NCC(O)c2ccccc2)c2c(C)c(C)c(=O)oc2c1 (stereo not drawn)	9%	13%	2%	2.0%	-5%
N#Cc1ccccc1NC(=O)CC1CCCCC1	7%	-1%	3%	1.8%	-1%
Cc1ccc(-c2nc(C)sc2CC(=O)OCC(=O)Nc2ccc(F)c(Cl)c2)cc1	66%	-8%	-5%	0.1%	3%
O=C(NCCN1CCOCC1)c1cc(Br)ccc1Cl	1%	2%	4%	i	-12%
CCN(C(=O)CSc1nnc(Cn2nnc3ccccc32)o1)c1nc(C)cs1	8%	1%	5%	1.9%	3%
FC(F)(F)c1ccccc1CCN1CCNCC1	-15%	-9%	-4%	0.6%	0%
O=C(c1ccc(NC(=S)NCc2ccco2)cc1)N1CCCCC1	69%	-7%	7%	0.5%	-7%
CCN(CC)c1ccc(N)cc1	u	u	7.2µM*	0.6%	x

High-throughput results as filed in PubChem.
